ATXN viability = cell viability loss in ATXN counter-screen. Potency, µM (titrated, usually from 56.7 µM), most hits filed as cytotoxic. S2 cells (HEK-293 line with an ATXN2-luciferase reporter) viability, CellTiter-Fluor protease fluorescence, 24 h. hit rate 0.49% among 400,000; note: potency is the fitted concentration of half-maximal effect; nearly all actives have a fitted effect of over 40% in size
HT1080NT lethal = kills 2HG-producing HT-1080-NT fibrosarcoma cells; AID 686970; HT-1080-NT fibrosarcoma viability, CellTiter-Glo ATP luminescence, 48 h; Potency, µM (top dose mostly 46.1 µM), for the others: at the highest dose activity, negative = less viability, usual class: cytotoxic; hit rate 1.6% among 360,000;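 note: NT is the 2HG producing partner of a matched IDH1 knockdown line; potency is the fitted concentration of half-maximal effect; 0% = DMSO-treated cells and -100% = media-only wells without cells; nearly all actives have a fitted effect of over 55% in size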
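Viability of the 2HG-overproducing fibrosarcoma line after 48 hours of compound exposure at 37 degrees C was determined by luminescence with CellTiter-Glo, and concentration-effect curves were then fitted and categorized.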
KB-3-1 tox = kills parental KB-3-1 adenocarcinoma cells; KB-3-1 viability, CellTiter-Glo ATP luminescence, 72 h; Potency, µM (doses to about 46.1 µM), for the others: top-dose activity change, negative = cytotoxic, most hits filed as cytotoxic; hit rate 1.4% among 400,000; AID 1347075; note: potency is the fitted concentration of half-maximal effect; % is set by controls: 0 for no effect and ±100 for the full control effect; nearly all actives have a fitted effect of over 60% in size
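Parental KB-3-1 viability, qHTS format: 72 h compound exposure, 37 °C; CellTiter-Glo; media-only wells and DMSO plates as controls; concentration-effect fits on corrected data.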
MCF10A rereplic = induces DNA re-replication in MCF 10a normal breast cells; MCF 10A DNA re-replication, Hoechst nuclear intensity, 48 h; Potency, µM (titrated, usually from 46.1 µM), inactives show top-dose activity, positive = re-replication, hits mostly activators; hit rate 2.9% among 350,000; AID 624296; note: potency is the fitted concentration of half-maximal effect; % of control where 0% means no effect; nearly all actives have a fitted effect of over 50% in size
KB-V1 MDR tox = kills drug-selected multidrug resistant KB-V1 cells; KB-V1 MDR cells viability, CellTiter-Glo, 72 h; Potency, µM (titrated, usually from 46.1 µM), for inactives: top-dose activity change, negative = cytotoxicity, hits mostly cytotoxic; hit rate 3.4% among 400,000; AID 1347076; note: potency is the fitted concentration of half-maximal effect; % is set by controls: 0 for no effect and ±100 for the full control effect; nearly all actives have a fitted effect of over 60% in size
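Cells of the MDR subline KB-V1 are plated, dosed with compound at multiple concentrations, and incubated 72 h at 37 degrees C; CellTiter-Glo is then added and luminescence read after 10 min.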
HT1080 IDH1KD tx = toxicity to HT-1080 IDH1 knockdown cells (counter line); HT-1080 IDH1 knockdown viability, ATP luminescence, 48 h; Potency, µM (series often up to 46.1 µM), without a hit: at the top dose activity, negative = toxicity, actives largely listed as cytotoxic; hit rate 2% among 360,000;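 note: potency is the fitted concentration of half-maximal effect; 0% = DMSO wells and -100% = cell-free medium wells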
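Knockdown cells (IDH1KD HT-1080) received compounds 2 h after plating at 750 cells/well and were kept 48 h at 37 °C in 5% FBS RPMI. A CellTiter-Glo luminescence read gave % activity for curve fitting.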
ATXN2 expr inh = ATXN2 expression inhibition; HEK-293 ATXN2-luciferase reporter, luminescence, 24 h; Potency, µM (series often up to 57 µM), without a hit: at the highest dose activity change, negative = inhibition, most hits filed as inhibitors; hit rate 0.72% among 360,000; note: potency is the fitted concentration of half-maximal effect; % is set by controls: 0 for no effect and ±100 for the full control effect; nearly all actives have a fitted effect of over 55% in size
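ATXN2-luciferase reporter cells (luciferase flanked by upstream and downstream ATXN2 gene portions) were treated 24 h at 37 °C with compounds at up to 57 uM. SteadyGlo luminescence gave expression; GF-AFC fluorescence gave viability.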
IL-1B inflam inh = inflammasome signaling inhibition, IL-1 beta readout; activity change, % at 57.5 µM; hit rate 4.7% among 360,000; THP-1 LPS/ATP IL-1B secretion, AlphaLISA, 16 h; active compounds read low; in the data active = activity change below about -50%; inconclusive = mostly about -30% to -49%; note: % is set by controls: 0 for no effect and ±100 for the full control effect
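Secreted IL-1B measured by AlphaLISA bead assay after 16 h compound exposure of THP-1 cells; compounds (final up to 57.5 uM) added 1 h before LPS (250 ng/mL) and ATP (1.25 mM) stimulation; lower signal means less secretion.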
SW480 rerep = induces DNA re-replication in SW480 colon adenocarcinoma cells | Potency, µM (doses to about 46.1 µM), for the others: top-dose re-replication activation, most hits filed as activators | SW480 DNA re-replication, Hoechst DNA content imaging, 48 h | hit rate 1.8% among 340,000; note: potency is the fitted concentration of half-maximal effect; % of control where 0% means no effect; nearly all actives have a fitted effect of over 55% in size
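Treated cells incubate 48 hr (37 C, 5% CO2), are stained 40 min with Hoechst, and nuclear fluorescence is enumerated; a rise in nuclei with high DNA signal marks re-replication.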
Starred values were filed as active, the others as inactive; i = inactive; ? = inconclusive; / = no result given; [ ] = another dose, or the depositor's remark. Unless noted, calls come from the whole dose curve; as a rule, active = well fitted curve in the direction sought with a large enough effect; inconclusive = small, poorly fitted or top-dose-only effect, or another doubt; inactive = no such curve, though single readings can be large; an effect the other way counts as inactive or inconclusive.

SMILES	ATXN viability	HT1080NT lethal	KB-3-1 tox	MCF10A rereplic	KB-V1 MDR tox	HT1080 IDH1KD tx	ATXN2 expr inh	IL-1B inflam inh	SW480 rerep
COc1ccc(C(=O)NCC(=O)OCC(=O)Nc2cccc(S(=O)(=O)N3CCCC3)c2)cc1	i	-6%	0%	-5%	9%	-2%	0%	-14	0%
CS(=O)(=O)Nc1ccccc1-c1ccc2nccn2c1	i	4%	0%	/	2%	10%	-1%	24	/
O=C(COc1ccccc1)N1CCN(C(=O)Cc2ccccc2)CC1	i	7%	-3%	-3%	2%	4%	0%	11	-5%
CCOC(=O)/C(C#N)=C/C1=C(N2CCOCC2)CC(C)(C)OC1	i	18%	1%	-8%	14%	12%	1%	-1	23%
O=C(CSc1nc2ccccc2[nH]1)NC1CCCc2ccccc21 (stereo unspecified)	i	-7%	-13%	13%	-5%	-15%	12%	5	0%
CCCCCCCCCCCCN1C(=O)CSC1c1cccnc1 (stereo unspecified)	i	?	-27%	?	?	?	-22%	-56*	1%
CC1(C)OC(=O)C(C(c2ccccc2)C(C#N)C(N)=O)=C(O)O1 (stereo unspecified)	i	-1%	7%	-6%	-1%	9%	-4%	14	-1%
CCOC(=O)N1CCN(C(=O)Nc2ccc3nc(C)sc3c2)CC1	i	-4%	-2%	-1%	-14%	1%	-3%	-1	0%
CC(=O)Nc1ccc(-c2csc(NNC(=O)c3ccc(C)cc3)n2)cc1	i	5%	-8%	-1%	21%	13%	/	-12	14%
CSc1ncccc1C(=O)OCC(=O)NCCc1ccccc1	i	7%	-3%	13%	0%	6%	6%	13	-7%
CCOC(=O)C1(CCc2ccccc2)CCN(C(=O)[C@@H]2C[C@@H](C)NC(=S)N2)CC1	i	-6%	-6%	-1%	-4%	-8%	27%	9	-6%
O=C1c2ccccc2C(=O)N1CCCCON1C(=O)c2ccccc2C1=O	i	15%	4%	7%	12%	13%	-9%	2	-5%
COc1ccccc1/C=C1\SC(=S)N(CCC(=O)N2CCN(C)CC2)C1=O	?	-21%	?	12%	-23%	?	-1%	-59*	?
COc1ccc(OCCSc2nc3ccccc3n2CC(=O)O)cc1	i	-24%	2%	4%	-1%	?	-9%	0	-7%
CCOc1cc(/C=N\Nc2nc(Nc3ccccc3)nc(N3CCOCC3)n2)ccc1OC(=O)c1ccco1	i	-6%	?	?	?	-5%	10%	-23	?
CC1=C(c2ccccc2)[N+](=O)C2(CCCC2)N1[O-]	i	-2%	3%	0%	19%	-6%	4%	12	0%
CC1=C(C)CC(C(=O)NCCc2ccccc2)C(C(=O)O)C1 (stereo unspecified)	i	9%	2%	2%	0%	5%	14%	-6	3%
COCCCNc1nc2c(-c3ccccc3)nnn2c2ccccc12	i	/	-2%	/	-20%	/	10%	/	/
Cc1ccc(C(=O)OCC(=O)N2CCCc3ccccc32)cc1C	i	7%	6%	-2%	?	10%	7%	-17	-10%
CCCN(CC(=O)Nc1cc(Cl)ccc1Cl)C(=O)c1ccccn1	i	1%	4%	1%	-22%	5%	-3%	30	-14%
Cc1cccc(NC(=S)NNC(=O)CC(C)O)c1C (stereo unspecified)	i	-2%	10%	0%	15%	-1%	-18%	44	-2%
O=C1N(CN2CCOCC2)c2ccccc2C12OCC(CCl)O2 (stereo unspecified)	i	2%	6%	-1%	6%	7%	-7%	23	-17%
O=C(O)CCNS(=O)(=O)c1ccccc1Br	?	0%	-7%	-7%	-16%	-1%	-27%	0	-1%
O=C(NC1CCCCC1)C1CCCN(S(=O)(=O)c2cnc[nH]2)C1 (stereo unspecified)	i	?	10%	11%	-5%	-3%	2%	9	16%
CCOC(=O)N1CCC(NC(=S)Nc2ccc3nc(N4CCN(C)CC4)cc(C)c3c2)CC1	?	?	-3%	0%	8%	?	-9%	-100*	-2%

Profiles, quoted from the list. Order of values: ATXN viability | HT1080NT lethal | KB-3-1 tox | MCF10A rereplic | KB-V1 MDR tox | HT1080 IDH1KD tx | ATXN2 expr inh | IL-1B inflam inh | SW480 rerep
Profile of Cc1ccc(C(=O)OCC(=O)N2CCCc3ccccc32)cc1C : i | 7% | 6% | -2% | ? | 10% | 7% | -17 | -10%
Profile of CSc1ncccc1C(=O)OCC(=O)NCCc1ccccc1 : i | 7% | -3% | 13% | 0% | 6% | 6% | 13 | -7%

The listing continues.
SMILES	ATXN viability	HT1080NT lethal	KB-3-1 tox	MCF10A rereplic	KB-V1 MDR tox	HT1080 IDH1KD tx	ATXN2 expr inh	IL-1B inflam inh	SW480 rerep
CCN(CC(=O)NC1CCS(=O)(=O)C1)c1ccc(S(C)(=O)=O)cc1[N+](=O)[O-] (stereo unspecified)	i	-2%	-4%	31%	3%	0%	4%	-5	-8%
Cc1ccc(-c2nc(COC(=O)C3=NN(c4ccccc4)C(=O)CC3)cs2)cc1	i	0%	2%	3%	?	1%	7%	-19	-12%
O=[N+]([O-])c1ccc(CSc2nnc(-c3cnccn3)o2)cc1	i	-7%	-3%	6%	-6%	-3%	10%	-25	-3%
COC(=O)c1sccc1NC(=O)c1cnc2cc(C)nn2c1C	i	14%	-15%	-1%	4%	0%	10%	26	1%
Cc1ccc(C(=O)Nc2ccc(C(=O)N/N=C/c3ccc(C)o3)cc2)cc1	i	-10%	?	15%	-18%	-15%	-4%	?	2%
CN(C)CCCN(C(=O)c1ccc(N2C(=O)CCC2=O)cc1)c1nc2c(F)cccc2s1	i	3%	1%	11%	-16%	0%	2%	-23	5%
CCc1ccccc1NC(=O)Cn1cccc1C1=NC(c2ccccc2)CO1 (stereo unspecified)	i	?	-12%	19%	?	16µM*	-12%	10	?
O=C(COc1coc(CN2CCc3ccccc32)cc1=O)N1CCCCC1	/	1%	-1%	1%	-5%	-4%	0%	11	-423%[inhibitor]
O=C(CSc1nc2nn(-c3ccccc3)c(=O)c-2c2n1CCCCC2)NCCc1ccccc1	?	6%	?	14%	?	5%	-19%	?	6%
CCCCOC(=O)C1=C(C)Nc2ncnn2C1c1ccc(OCC)c(OC)c1 (stereo unspecified)	i	7%	1%	0%	4.6µM*	7%	5%	15	0%
Cc1nc2cccnc2nc1C	i	6%	4%	3%	-1%	0%	/	19	-23%
O=C1CC(c2cccc(Cl)c2)Cc2nc(N3CCOCC3)ncc21 (stereo unspecified)	i	-2%	-7%	10%	-2%	0%	-10%	13	-3%
O=C(NCc1ccccc1)c1cc(C2COCCN2S(=O)(=O)c2ccccc2)on1 (stereo unspecified)	i	?	0%	/	2%	11%	16%	0	/
CN1CCN(C(=O)/C(=C\c2cccs2)NC(=O)c2ccccc2)CC1	i	29%	11%	-3%	14%	7%	-2%	1	?
CN(CC(=O)Nc1ccc(OC(F)(F)F)cc1)C(=O)/C=C/c1cc2c(cc1[N+](=O)[O-])OCO2	i	-19%	-8%	8%	6%	-3%	-10%	7	-7%
CCn1c(C(=O)NC2CCC(C)CC2)cc2sccc21 (stereo unspecified)	i	-2%	-6%	9%	0%	3%	/	-3	12%
COc1ccc(S(=O)(=O)Nc2ccccc2Cl)cc1NC(C)=O	i	-10%	1%	?	0%	-4%	-2%	7	?
Cc1ccn2c(=O)c(NC(=O)c3ccc(Br)o3)c(C)nc2c1	i	3%	?	-1%	-14%	13%	3%	12	-7%

In the list so far, eight have a halogen.
SMILES	ATXN viability	HT1080NT lethal	KB-3-1 tox	MCF10A rereplic	KB-V1 MDR tox	HT1080 IDH1KD tx	ATXN2 expr inh	IL-1B inflam inh	SW480 rerep
CCCN(CC(=O)Nc1cc(Cl)ccc1Cl)C(=O)c1ccccn1	i	1%	4%	1%	-22%	5%	-3%	30	-14%
O=C1N(CN2CCOCC2)c2ccccc2C12OCC(CCl)O2 (stereo unspecified)	i	2%	6%	-1%	6%	7%	-7%	23	-17%
O=C(O)CCNS(=O)(=O)c1ccccc1Br	?	0%	-7%	-7%	-16%	-1%	-27%	0	-1%
CN(C)CCCN(C(=O)c1ccc(N2C(=O)CCC2=O)cc1)c1nc2c(F)cccc2s1	i	3%	1%	11%	-16%	0%	2%	-23	5%
O=C1CC(c2cccc(Cl)c2)Cc2nc(N3CCOCC3)ncc21 (stereo unspecified)	i	-2%	-7%	10%	-2%	0%	-10%	13	-3%
CN(CC(=O)Nc1ccc(OC(F)(F)F)cc1)C(=O)/C=C/c1cc2c(cc1[N+](=O)[O-])OCO2	i	-19%	-8%	8%	6%	-3%	-10%	7	-7%
COc1ccc(S(=O)(=O)Nc2ccccc2Cl)cc1NC(C)=O	i	-10%	1%	?	0%	-4%	-2%	7	?
Cc1ccn2c(=O)c(NC(=O)c3ccc(Br)o3)c(C)nc2c1	i	3%	?	-1%	-14%	13%	3%	12	-7%

High-throughput results: PubChem BioAssay, National Center for Advancing Translational Sciences (NCATS)

Rows were taken by chance (roughly 11% active in at least one column).
